Source: PubChem (The Scripps Research Institute Molecular Screening Center)
proCasp7 act = procaspase-7 activators, primary screen, counter-screen for procaspase-3 activator project, biochemical, absorbance, HTS, human; 0.093% of 330,000 active; Caspase-7 (Homo sapiens), P55210; AID 463210, 2010; recombinant procaspase-7, Ac-DEVD-pNA absorbance 405 nm; D23A/D198A/D206A triple mutant, cannot self-cleave; scale: DMSO 0, 5 µM enzyme 100; activation, % at 8.5 µM;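 active = percent activation above the screen-wide mean plus 3 SD, cut at about 25% in these data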
Target sequence (P55210 whole entry D23A/D198A/D206A): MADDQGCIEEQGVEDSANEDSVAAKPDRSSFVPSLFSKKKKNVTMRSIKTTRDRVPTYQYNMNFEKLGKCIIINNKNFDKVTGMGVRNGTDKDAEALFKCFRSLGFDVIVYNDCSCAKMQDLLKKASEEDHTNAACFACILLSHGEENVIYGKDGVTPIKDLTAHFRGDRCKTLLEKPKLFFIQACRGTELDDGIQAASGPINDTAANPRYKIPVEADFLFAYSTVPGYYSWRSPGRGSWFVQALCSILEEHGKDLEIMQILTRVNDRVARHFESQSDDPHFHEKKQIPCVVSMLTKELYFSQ
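Replicates: singlicate. Assay system: Procaspase-7 triple mutant (PC-7 D3A). Signal: 405 nm absorbance of p-nitroaniline. Times: 1 h preincubation, 2 h reaction. Buffer or medium: Zinc-free HEPES pH 7.4 with 300 mM NaCl, 0.01% Triton X-100. Also added: DEVD-pNA substrate. Benchmarks: DMSO wells as 0%, DMSO with 5 µM added PC-7 as 100%.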
PP5 inh = PP5 phosphatase inhibitors, primary screen, biochemical, fluorescence. Serine/threonine-protein phosphatase 5 (Homo sapiens), P53041. purified PP5c, OMFP substrate fluorescence. inhibition, % at 6.7 µM. 0.18% of 320,000 active. AID 1987, 2009;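 active = inhibition above the campaign's mean inhibition across all tested compounds plus 3 SD, cut at about 9.5% in these data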;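 also: 0% = DMSO only and 100% = 100 µM cantharidin control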
Target sequence (P53041 whole entry, looked up): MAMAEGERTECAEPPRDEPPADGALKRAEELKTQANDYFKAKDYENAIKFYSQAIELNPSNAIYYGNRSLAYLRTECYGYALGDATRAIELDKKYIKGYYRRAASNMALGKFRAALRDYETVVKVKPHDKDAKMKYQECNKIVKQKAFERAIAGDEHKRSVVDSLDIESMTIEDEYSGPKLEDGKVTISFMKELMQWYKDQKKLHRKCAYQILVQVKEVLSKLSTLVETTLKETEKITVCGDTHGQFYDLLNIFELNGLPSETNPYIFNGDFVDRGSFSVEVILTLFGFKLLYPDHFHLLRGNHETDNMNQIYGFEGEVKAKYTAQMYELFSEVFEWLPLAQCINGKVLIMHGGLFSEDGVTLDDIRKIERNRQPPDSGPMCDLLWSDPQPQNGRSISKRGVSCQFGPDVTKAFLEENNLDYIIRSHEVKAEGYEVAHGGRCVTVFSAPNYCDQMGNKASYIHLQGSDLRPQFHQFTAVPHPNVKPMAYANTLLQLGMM
PP1 counter = PP1-alpha phosphatase inhibitors, primary screen, counter-screen for PP5 inhibitor project, biochemical, fluorescence, OMFP substrate, single point. Serine/threonine-protein phosphatase PP1-alpha catalytic subunit (Homo sapiens), P62136. purified PP1alpha. 0.9% of 320,000 active. inhibition, % at 6.7 µM;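 active = inhibition above the mean inhibition of all tested compounds plus 3 SD, computed separately for each screening campaign, cut at about 15% in these data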
PAFAH2 FP inh = PAFAH2 enzyme inhibitors, primary screen, biochemical, fluorescence polarization, human; Platelet-activating factor acetylhydrolase 2, cytoplasmic (Homo sapiens), Q99487; recombinant PAFAH2, FP-rhodamine activity probe; inhibition, % at 3.39 µM; 0.99% of 340,000 active;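 active = inhibition above the mean over all tested compounds plus 3 SD, cut at about 30% in these data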;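 also: inhibitors block probe labeling of enzyme so polarization drops; 0% = enzyme with DMSO and 100% = wells lacking PAFAH2 protein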
procasp3 activ = activators of human procaspase-3 D3A mutant, primary screen, biochemical, absorbance, PC-3 D3A mutant, single concentration; Caspase-3 (Homo sapiens), P42574; recombinant procaspase-3 D3A, Ac-DEVD-pNA absorbance 405 nm; activation, % at 8.5 µM; 0.11% of 330,000 active;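 active = activation above the mean of all tested compounds plus 3 SD, cut at about 21% in these data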;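 also: 0% = DMSO alone and 100% = DMSO wells spiked with extra 5 µM PC-3 D3A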
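Test system: Procaspase-3 D3A mutant, all three cleavage aspartates alanine | Dosing: Single dose, 8.5 µM nominal compound, 0.8% DMSO | Schedule: 1 h preincubation, 2 h reaction | Technique: 405 nm absorbance of p-nitroaniline, reads at 0 and 120 min | Repeats: One well per compound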
TPT1 inh = Candida albicans TPT1 enzyme inhibitors, primary screen, biochemical, fluorescence polarization; recombinant caTPT1, FP RNA substrate dephosphorylation; inhibition, % at 5 µM; tRNA 2'-phosphotransferase TPT1 (Candida albicans SC5314); 0.81% of 300,000 active; AID 1962, 2009;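 active = inhibition above the mean of all tested compounds plus 3 SD, set per screening campaign, cut at about 24% in these data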;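 also: plate controls were DMSO alone for no effect and ferristatin control at 100 nM for full effect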
Fh CTSL1 inh = Fasciola hepatica cathepsin L1 inhibitors, primary screen, counter-screen for PFM18AAP inhibitor project, biochemical, QFRET, fluorogenic peptide substrate; recombinant F. hepatica cathepsin L1, Z-Leu-Arg-MCA fluorescence; inhibition, % at 5.96 µM; 0.49% of 300,000 active;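 active = inhibition above the mean of all tested compounds plus 3 SD, set per screening campaign, cut at about 17% in these data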;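 also: 0% = plate median of test compound wells and 100% = 1 µM Z-Phe-Ala-diazomethylketone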
core dimer inh = inhibitors of HCV core protein dimerization, primary screen, biochemical, TR-FRET, high-throughput | TR-FRET GST/Flag-core106 dimerization, 1536-well | inhibition, % at 5 µM | 0.33% of 300,000 active | AID 1899, 2009;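 active = inhibition above the mean of all tested compounds plus 3 SD, set per screening campaign, cut at about 45% in these data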
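System: GST/Flag-tagged HCV core106 proteins. Incubation: compound-protein-antibody incubation 4 h at 22.5 °C. Technique: HTRF with 340 nm excitation, 617/671 nm emission. Medium: KF-containing HEPES buffer, pH 7.45, DTT, CHAPS, BSA. Read-out: inhibition (%) from 671 over 617 nm ratio. Also added: Eu(K)-anti-GST 90 ng/mL plus XL665-anti-Flag 1 µg/mL.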
AHR activator = AHR activators, primary screen, cell-based, luminescence, luciferase reporter, human. activation, % at 5 µM. Aryl hydrocarbon receptor (Homo sapiens), P35869. 2.5% of 320,000 active. AHR-responsive luciferase reporter cells; in the data active = activation above about 47%;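 also: 0% = vehicle wells and 100% = reference agonist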
Starred values were filed as active, the others as inactive; x = no result given.

Values in the order – proCasp7 act	PP5 inh	PP1 counter	PAFAH2 FP inh	procasp3 activ	TPT1 inh	Fh CTSL1 inh	core dimer inh	AHR activator
> COc1ccc(NS(=O)(=O)c2cccc(NC(=O)c3cnccn3)c2)cc1Br
    4	3.7	-1	x	3	-3	-3	1	-1
> COc1ccccc1-n1cccc1C=O
    1	-0.5	-1	-2	-6	-1	0	-4	-1
> C/C=C/C1=CC(=O)C[C@H](c2ccc(F)cc2)C1
    -1	1.3	0	2	8	x	x	x	-1
> CCCCCCc1cc2cc(-c3nnc(-c4ccccc4)o3)c(=O)oc2cc1O
    -16	-0.7	3	-1	-6	133*	2	-1	12
> COc1ccc(NC(=S)NC(=O)c2ccc(Br)o2)cc1
    -9	-1.2	-2	0	-8	0	1	-4	5
> CCOc1ccccc1CNCc1ccc(C(=O)O)cc1
    2	2.4	0	-2	-10	0	-1	4	-4
> Cc1ccn(S(=O)(=O)c2ccc3oc(=O)ccc3c2)n1
    3	-0.6	1	-5	-2	-3	-2	3	0
> O=C(CCN1C(=O)C2C3C=CC(C3)C2C1=O)N1CCN(c2ccc([N+](=O)[O-])cc2)CC1 (stereo not drawn)
    -2	2.8	-1	0	-3	-3	-1	-6	-4
> c1ccc(Nc2cccc(Nc3ccccc3)c2)cc1
    -12	3.5	1	13	-2	-2	4	-12	20
> O=C(CCC(=O)OCC(=O)c1ccc(Cl)cc1Cl)Nc1cccc2cccnc12
    -10	2.5	-3	0	-4	-2	-21	4	-2
> CCCOc1ccc(N2C(=O)CC(N(CCc3ccc(OC)cc3)C(=O)c3cccc(F)c3)C2=O)cc1 (stereo not drawn)
    7	2.6	3	5	4	-4	0	22	2
> COc1cc(CN2CCN(C(=O)CC(C)C)CC2)cc(OC)c1OC
    1	0.4	-2	0	-4	-4	-1	-4	-2
> O=C(Nc1ccc(NC(=O)c2cccs2)cc1)c1cccs1
    11	2.0	4	-7	-6	-1	0	-19	-11
> Cc1cccc2c(=O)c(-c3ccc4c(c3)OCO4)c(NC(=O)c3ccco3)oc12
    1	-1.2	-2	-7	9	-1	-2	2	11
> Cc1sc2ncn(CC(=O)NCC(=O)N3CCN(c4ccccc4F)CC3)c(=O)c2c1C
    -4	1.4	0	4	3	-3	-2	-12	-1
> CN1CC(=O)N(C)c2nc(Br)n(C)c2C1=O
    7	2.8	2	3	-2	-3	6	-27	-2
> COc1cccc(/C=C/C(=O)NNC(=O)c2ccccc2)c1OC
    1	x	x	0	6	x	x	x	7
> COC(=O)Cc1ccc(NC(=S)Nc2ccc(N3CCOCC3)cc2)cc1
    -29	1.8	-2	-2	-21	-2	3	1	2
> CC(=O)c1ccc(N2CCCC2)c(F)c1
    8	2.0	2	x	5	3	1	4	-9
> CCc1ccc(NCc2nc3ccccc3c(=O)[nH]2)cc1
    -7	1.0	-1	-9	6	1	1	6	43

(listing goes on)
Values in the order – proCasp7 act	PP5 inh	PP1 counter	PAFAH2 FP inh	procasp3 activ	TPT1 inh	Fh CTSL1 inh	core dimer inh	AHR activator
> CCCC1=Nc2cc(C(=O)NCCCN3CCOCC3)ccc2Sc2ccccc21
    -6	0.1	0	-2	1	1	-5	6	3
> Cc1ccc(C)c(NC(=O)CCC(=O)N/N=C/c2ccc3c(c2)OCO3)c1
    0	0.7	-6	5	4	-3	3	2	10
> CC(=O)Nc1ccc(S(=O)(=O)NC2(C(F)(F)F)N=C(c3ccccc3)NC2=O)cc1 (stereo not drawn)
    -3	1.0	1	2	2	0	-2	0	0
> COc1ccc(CCNC(=O)C(=O)NCC2OCCN2S(=O)(=O)c2ccc3c(c2)OCCO3)cc1OC (stereo not drawn)
    3	2.2	-2	3	1	3	-4	-4	-4
> NC(=O)CN1C(=O)C(=O)N(Cc2ccc(Cl)cc2)C1=O
    8	-0.4	0	-3	2	-3	-4	-1	-1
> C=CCNC(=O)Nc1cc(Cl)ccc1OC
    4	0.4	-3	3	1	1	-4	4	6
> O=C(c1ccc(NS(=O)(=O)c2ccc3c(c2)OCCO3)cc1)N1CCCCC1
    6	1.7	-5	15	-2	0	3	0	-1
> O=c1c2c(nc3cc(-c4ccc(Cl)cc4)[nH]n13)CCS2
    2	1.1	0	20	13	0	0	-4	46
> NCCc1nnc(SCc2c(F)cccc2Cl)o1
    -2	-0.5	-3	13	2	-1	1	-1	1
> N#CCCN(C(=O)COC(=O)CCc1c[nH]c2ccccc12)c1ccc(F)cc1
    -5	0.2	1	3	10	-1	-17	0	20
> COc1ccc(-n2nnc3c(=O)n(CC(=O)N4CCCCC4)cnc32)cc1
    -5	3.8	-6	2	5	6	0	8	3
> CCN(CCO)c1ccc(NC(=S)Nc2cccc(S(=O)(=O)N(C)C)c2)cc1
    -14	-0.1	4	7	-3	-4	2	-10	5
> C=C1CCN([C@@H](Cc2ccccc2)C(=O)N2CCOCC2)S(=O)(=O)c2ccccc21
    1	1.3	3	10	9	-2	2	6	0
> Cc1ccnc(NC(=O)C2CCCN(S(=O)(=O)c3ccc4[nH]c(=O)ccc4c3)C2)c1 (stereo not drawn)
    3	-0.8	-2	-2	8	-1	2	-4	6
> COc1ccc(C(=O)Nc2ccc(NC(=O)c3cccs3)cn2)cc1
    2	0.6	-1	-15	0	1	-1	-3	-9
> CCn1cc(C(=O)O)c(=O)c2cc(F)c(N3CCN(C(=O)Nc4ccccc4)CC3)cc21
    -2	1.4	18*	2	-5	-1	5	4	-1
> CC(=O)N1CCN(CCN2C(C)=CC(=C(C#N)C#N)C=C2C)CC1
    7	0.2	13	-10	6	-2	3	0	0
> CCCOc1ccc(C2C(C(=O)c3ccc(C)o3)=C(O)C(=O)N2CCN2CCOCC2)cc1OC (stereo not drawn)
    -83	1.8	-2	3	-54	2	-1	10	4
> COc1ccc(CCn2c(C)cc(C(=O)CN3C(=O)C(=O)N(Cc4ccco4)C3=O)c2C)cc1
    10	-0.1	14	7	1	x	x	x	5
> O=C(CP(=O)(O)CC(=O)c1ccccc1)c1ccccc1
    4	-0.1	-1	15	2	-3	7	-6	1

Among those listed so far, these contain a Cl atom.
Values in the order – proCasp7 act	PP5 inh	PP1 counter	PAFAH2 FP inh	procasp3 activ	TPT1 inh	Fh CTSL1 inh	core dimer inh	AHR activator
> O=C(CCC(=O)OCC(=O)c1ccc(Cl)cc1Cl)Nc1cccc2cccnc12
    -10	2.5	-3	0	-4	-2	-21	4	-2
> NC(=O)CN1C(=O)C(=O)N(Cc2ccc(Cl)cc2)C1=O
    8	-0.4	0	-3	2	-3	-4	-1	-1
> C=CCNC(=O)Nc1cc(Cl)ccc1OC
    4	0.4	-3	3	1	1	-4	4	6
> O=c1c2c(nc3cc(-c4ccc(Cl)cc4)[nH]n13)CCS2
    2	1.1	0	20	13	0	0	-4	46
> NCCc1nnc(SCc2c(F)cccc2Cl)o1
    -2	-0.5	-3	13	2	-1	1	-1	1

Additional entries:
Values in the order – proCasp7 act	PP5 inh	PP1 counter	PAFAH2 FP inh	procasp3 activ	TPT1 inh	Fh CTSL1 inh	core dimer inh	AHR activator
> CCOC(=O)c1cnc(SCC(=O)c2ccc3c(c2)OCCO3)nc1N
    2	2.2	-17	-2	-3	0	6	2	2
> c1ccc(N2CCN(Cc3cn4ccccc4n3)CC2)cc1
    3	-0.8	-1	2	-4	-2	1	1	3
> CC(=O)Oc1ccc2c(=O)c(/C=N/c3cc(=O)[nH]c(=S)[nH]3)coc2c1
    -13	0.4	2	0	-9	-2	-1	-1	2
> CCCC(=O)Nc1nc(-c2ccc(OC)cc2)cs1
    4	0.9	-2	0	8	-5	-4	2	3
> O=C(Cn1cc([N+](=O)[O-])ccc1=O)NCC(=O)Nc1ccc(F)c(F)c1F
    -7	x	x	4	5	x	x	x	-1
> COc1ccc(CC2(CO)CCN(S(=O)(=O)c3sccc3C)CC2)cc1
    5	3.5	-5	3	-1	1	-2	3	4
> C=CCn1c(-c2cc(-c3ccccc3)sc2N)n[nH]c1=S
    -19	-0.6	-1	x	-9	-2	5	-8	9
> Cc1ccc(/C=N/NC(=O)c2ccc(-n3cnnn3)cc2)cc1
    -3	3.9	-1	3	6	x	x	x	-3
> O=c1[nH]n2c(=O)c3c([nH]c2c1N=Nc1ccccc1)CCC3
    0	2.2	8	5	2	2	6	-22	-1
> COC(=O)NCc1cccc(CNC(=O)OC)c1
    -10	2.5	6	5	-5	-2	-3	-9	-2
> CC(C)n1nnnc1SCC(=O)Nc1ccccc1N1CCOCC1
    -1	1.4	-6	13	-4	-2	-1	1	4
> CN1CCN(C(=O)c2ccc3c(c2)N(C)C(=O)/C(=C/c2cccc(Cl)c2)S3)CC1
    2	-1.4	-1	-4	0	-1	-1	-10	-4
> CC(=O)Nc1ccc(C(=O)OCCc2ccccc2)cc1
    -6	0.3	-1	10	3	-1	4	-12	-3
> CC(C)COc1cc(=O)[nH]c(SCC(C)C)n1
    -2	0.2	0	3	5	0	5	4	4
> Cc1cc2c(cc1S(=O)(=O)N1CCN(c3cccc(C(F)(F)F)c3)CC1)OCC(=O)N2
    -9	2.5	-6	-3	0	2	3	-2	4
> O=C(CSc1ccc(Br)cc1)N1CCN(S(=O)(=O)c2ccccc2)CC1
    9	1.4	-7	-1	-6	-4	-2	6	-1
